Screening data deposited in PubChem by several laboratories.
GPR35 antagonists = GPR35 antagonists blocking zaprinast-driven arrestin recruitment, primary screen, imaging, U2OS, beta-arrestin-GFP, zaprinast agonist (AID 2058). U2OS GPR35 beta-arrestin-GFP translocation imaging, zaprinast antagonism; higher % means a stronger effect. one-dose inhibition, % at 10 µM; IC50 in µM for titrated hits. 290,000 compounds, 0.052% hits;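 active = inhibition of at least 50% with at least 30 cells and total cytoplasm GFP at most 10,000,000; inconclusive = under 30 cells or total GFP of 10,000,000 plus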
LYP phosphatase = inhibitors of LYP phosphatase, biochemical, fluorescence intensity, uHTS (AID 1779). recombinant LYP phosphatase, fluorescence intensity; higher % means a stronger effect. inhibition, % at 11.5 µM, or IC50 in µM where a hit was titrated. 290,000 compounds, 0.054% hits; in the data active = inhibition above about 50%;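 note: plate controls were vehicle with enzyme for no effect and no enzyme for full effect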
NTR1 agonist = NTR1-driven beta-arrestin-GFP spot formation – imaging, U2OS cells, high content, primary screen (AID 493036); P30989; agonist mode; activation, % at 20 µM; 330,000 compounds, 0.17% hits;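 active = activation at or above 40% of the spot to cytoplasm intensity ratio, with at least 20 cells analyzed; inconclusive = wells under 20 cells, flagged as cytotoxic or low count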;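 note: 0% = DMSO without peptide and 100% = 100 nM NTR1 peptide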
Target sequence (P30989 whole entry, looked up): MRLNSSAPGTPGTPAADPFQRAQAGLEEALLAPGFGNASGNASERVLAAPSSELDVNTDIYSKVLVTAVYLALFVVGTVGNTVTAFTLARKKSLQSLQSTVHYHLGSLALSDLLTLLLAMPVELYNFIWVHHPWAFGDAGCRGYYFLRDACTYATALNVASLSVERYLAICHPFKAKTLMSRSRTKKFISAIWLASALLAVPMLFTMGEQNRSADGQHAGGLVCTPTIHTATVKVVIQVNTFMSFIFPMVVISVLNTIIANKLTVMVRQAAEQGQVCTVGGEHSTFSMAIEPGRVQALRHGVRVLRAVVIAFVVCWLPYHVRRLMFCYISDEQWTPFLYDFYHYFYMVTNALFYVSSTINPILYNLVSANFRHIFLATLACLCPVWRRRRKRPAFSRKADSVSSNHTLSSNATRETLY
Salmonella PhoP GFP = PhoP-dependent GFP reporter repression – Salmonella Typhimurium, primary screen (AID 1863); S. Typhimurium PhoP-regulated promoter GFP reporter, 4 h; higher % means a stronger effect; one-dose inhibition, % at 50 µM; IC50 in µM for titrated hits; 300,000 compounds, 0.16% hits;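 active = inhibition over 29.93%, a cutoff 3 SD above the screen mean, later confirmed by dose response; inconclusive = inhibition over 29.93% but no dose response follow-up; inactive = inhibition at most 29.93% or unconfirmed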;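 note: 0% = low Mg2+ inducing control and 100% = high Mg2+ repressing control; strong numbers were not always called active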
SIAH1 antagonists = Siah-1 peptide-binding antagonists, primary screen, biochemical, fluorescence polarization, rhodamine-plectin, uHTS (AID 1817). 290,000 compounds, 0.02% hits. displacement, % at 20 µM, or IC50 in µM where a hit was titrated. Siah-1 / rhodamine-plectin peptide fluorescence polarization; higher % means a stronger effect;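 active = displacement of at least 50% at 20 µM, with a fluorescence ratio check between 0.3 and a set limit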;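 note: plate controls were Siah plus tracer with DMSO for no effect and tracer alone without Siah for full effect; strong numbers were not always called active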
GPR55 LPI antagonism = GPR55 antagonists blocking LPI-driven arrestin recruitment, primary screen, imaging, U2OS, beta-arrestin-GFP, LPI agonist (AID 2013) | 290,000 compounds, 0.13% hits | inhibition, % at 10 µM; hits with a dose series show IC50 in µM | U2OS GPR55 beta-arrestin-GFP translocation imaging, LPI antagonism; higher % means a stronger effect;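 active = spots per cell inhibited over 60%, with over 100 cells counted and total cytoplasm intensity under 500,000; inconclusive = wells with under 100 cells, flagged as likely toxic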;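 note: U2OS cells stably carrying GPR55 and arrestin-GFP stimulated by 5 µM LPI near EC80; imaged beta-arrestin-GFP aggregate spots per cell after agonist stimulation; plate controls were LPI-stimulated DMSO wells for no effect and DMSO wells without LPI for full effect; some results filed as inactive read as strong as hits; confirmed hits need IC50 under 10 µM and bright autofluorescent wells are also inconclusive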
Myeloid diff 2 = promotes myeloid progenitor differentiation | ER-HoxA9 myeloid progenitors, lysozyme-GFP differentiation, flow cytometry | 360,000 compounds, 1% hits | calls only at 10 µM;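 active = normalized GFP-positive differentiation at or above the plate's own cutoff, the solvent-only control mean plus 3 SD; inconclusive = no clear call, values can overlap the other calls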;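 note: cells exposed to compound for four days before flow analysis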
HIV fusion peptide = cell-free HIV fusion peptide-binding blockers – biochemical, uHTS, fluorescence dequenching, primary screen (AID 1986); cell-free peptide binding, fluorescence dequenching, 30 min; higher % means a stronger effect; inhibition, % at 20 µM, or IC50 in µM where a hit was titrated; 290,000 compounds, 0.3% hits; in the data active = inhibition mostly above about 52%, no sharp cut-off; inactive = mostly below about 76%; note: some results filed as inactive read as strong as hits
MgcRacGAP inhibition = MgcRacGAP GTPase-activating activity inhibitors, confirmation, biochemical, ADP Hunter fluorescence; MgcRacGAP-stimulated Rac1 GTP hydrolysis, ADP Hunter fluorescence; higher % means a stronger effect; GST-tagged Rac1 F28L mutant substrate; inhibition, % at 30 µM, or IC50 in µM where a hit was titrated; 340,000 compounds, 0.6% hits; AID 624330;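 active = first-screen hits whose inhibition reached a set limit at any dose in the follow-up dose series; inconclusive = inhibition above the set first-screen limit but never retested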;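 note: fluorescence reports GDP produced by GAP-driven GTP hydrolysis; strong numbers were not always called active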
NTR1 agonist cell count 20 µM = further read-out of NTR1 agonist, marked with its call; cell count; measured here: cell count, cytotoxicity flag
Myeloid diff 2 GFP+ MAC1+ % = second read-out of Myeloid diff 2, no call of its own (marks repeat the call); GFP+ MAC1+ double positive, %; measured here: differentiation confirmed by MAC1 staining
The depositor's hits bear a star; i = inactive; ? = inconclusive; . = no result given; + = active, no number.

Value order – GPR35 antagonists	LYP phosphatase	NTR1 agonist	NTR1 agonist cell count 20 µM	Salmonella PhoP GFP	SIAH1 antagonists	GPR55 LPI antagonism	Myeloid diff 2	Myeloid diff 2 GFP+ MAC1+ %	HIV fusion peptide	MgcRacGAP inhibition
1. CCOC(=O)c1cc(C#N)c(N2CCN(C(=O)c3ccccc3)CC2)nc1C(F)(F)F
  15%	2%	1.8	44	-6%	0%	-9%	i	0.4	-0.7%	3%
2. Cn1cnc(S(=O)(=O)Nc2ccc(OC(F)(F)F)cc2)c1
  -9%	-9%	-0.8	30	0%	8%	9%	i	0.4	-1.6%	1%
3. O=[N+]([O-])c1ccc(/C=N/NC(=S)Nc2ccccc2)o1
  -4%	-6%	-1.1	48	18%	-2%	9%	i	1.0	6.4%	12%
4. O=C(NCc1cccnc1)/C(=N\O)c1ccccc1
  3%	-10%	1.0	48	2%	3%	6%	i	1.3	-0.8%	7%
5. CCOc1ccc(S(=O)(=O)N2CCOCC2)cc1NC(=O)CSCC(=O)Nc1cccc(C)c1
  7%	-7%	0.9	73	5%	-1%	11%	i	0.6	-1.6%	10%
6. CC/C=C\[C@H](O)[C@H](O)C1=C(C)C(=O)[C@]2(O1)C(=O)N[C@@](OC)(C(=O)c1ccccc1)C2O (some centres undefined)
  0%	-6%	-0.4	81	4%	-1%	9%	i	4.2	2.9%	4%
7. CCOC(=O)c1sc2nc(CC(=O)OC)nc(NCCN3CCOCC3)c2c1C
  -27%	-1%	.	.	2%	3%	10%	i	0.4	1.2%	13%
8. O=C(Cn1c(=O)c2c(ncn2Cc2ccccc2)n(Cc2ccccc2)c1=O)N1CCCC1
  6%	-8%	0.2	72	-5%	3%	-15%	i	1.3	-0.1%	4%
9. FC(F)(F)c1nnc2ccc(NCn3nnc4ccccc43)nn12
  2%	-10%	-4.2	90	5%	-4%	-1%	i	1.0	-5.2%	6%
10. Cc1nnc(-c2cccc(Br)c2)c2cn(-c3ccccc3)nc12
  -12%	4%	-2.3	94	13%	13%	9%	+	3.7*	-2.0%	4%
11. Cc1c(NC(=O)CSc2nnc(C(C)Oc3ccc(Cl)cc3)n2-c2ccccc2)c(=O)n(-c2ccccc2)n1C (centres undefined)
  -4%	-2%	-0.7	63	-2%	-4%	-9%	i	0.7	-1.5%	10%
12. CCOc1ccc2nc(/N=C/c3nc(-c4ccc(Br)cc4)oc3O)sc2c1
  -8%	8%	0.4	55	-10%	8%	14%	i	0.3	20%	7%
13. C/C(=N\Nc1ccc([N+](=O)[O-])cc1)c1cc2ccccc2o1
  -5%	1%	8.2	64	1%	4%	8%	i	0.1	6.7%	10%
14. CCNC(=S)Nc1ccc(Cl)cc1
  22%	-12%	-0.8	48	-2%	-5%	14%	i	0.8	-1.2%	6%
15. O=C1C(C=NCc2ccccn2)=C(O)c2ccccc21
  17%	-2%	-0.6	41	3%	-3%	-1%	i	6.9	3.5%	2%
16. Cn1c(SCC(=O)N/N=C/c2ccco2)nc2ccccc21
  22%	-2%	-1.2	70	4%	-3%	-3%	i	0.6	-1.9%	-4%
17. CC(C)C[C@H](NC(=O)c1nc[nH]c1C(=O)NCc1ccccc1)C(=O)OCc1ccccc1
  -31%	7%	26	68	0%	6%	19%	i	0.9	0.6%	-4%
18. Cc1cc2cc(CNC(=O)c3ccco3)ccc2n1C
  5%	0%	3.2	54	-4%	3%	10%	i	2.0	3.8%	7%
19. Cc1ccsc1/C=N/Nc1ncnc2nc[nH]c12
  2%	-1%	3.3	50	2%	-6%	-14%	i	0.5	-1.9%	14%
20. O=C(c1cccc(Oc2ccc([N+](=O)[O-])cc2Cl)c1)N1CCOCC1
  0%	-8%	1.3	49	-1%	4%	-4%	i	4.6	-0.1%	8%
21. O=c1c2ccccc2nc2n1C(CSCc1ccc(Cl)cc1)CS2 (centres undefined)
  -17%	6%	0.8	52	9%	-4%	1%	i	0.6	-0.8%	6%
22. O=S(=O)(c1ccc2c(c1)nc(COc1ccc(Cl)cc1)n2CC1CCCO1)N1CCOCC1 (centres undefined)
  -6%	-1%	-2.6	82	-5%	3%	16%	i	0.9	-1.2%	6%
23. O=C(Cn1cnc2c(cnn2-c2ccccc2)c1=O)N1CCCc2ccccc21
  6%	-2%	3.1	89	-6%	2%	9%	i	1.1	0.8%	6%
24. C=C(Br)Cn1c(CC)nc2ccccc21
  3%	-3%	-2.7	28	-5%	-1%	-8%	i	0.2	4.2%	-3%
25. CC(CC(=O)NC1CCCCC1)S(=O)(=O)c1ccc2c(c1)NC(=O)CO2 (centres undefined)
  -6%	-10%	-0.6	52	4%	-2%	2%	i	3.9	-0.2%	2%
26. C=CCNC(=O)N1c2ccccc2Sc2ccccc21
  -12%	-4%	1.2	85	6%	-1%	72%	.	.	-1.5%	5%
27. Cc1cccc(-n2cnc3c(sc4nc(N5CCOCC5)c5c(c43)CCCC5)c2=O)c1
  -1%	4%	6.8	48	-5%	0%	0%	i	0.5	2.7%	10%
28. COc1ccc(C(C2C(=O)CC(C)(C)CC2=O)C2C(=O)CC(C)(C)CC2=O)cc1CO
  8%	-6%	1.3	88	-4%	0%	-24%	i	0.9	2.8%	12%
29. N#C/C(=C\c1c(N2CCC(C(N)=O)CC2)nc2ccccn2c1=O)C(=O)NC1CCCCC1
  -2%	5%	2.2	79	-3%	2%	6%	i	0.2	1.6%	9%
30. O=C(Nc1ccc(S(=O)(=O)N2CCCC2)cc1)c1ccc([N+](=O)[O-])cc1
  2%	-12%	0.9	65	-2%	-2%	10%	i	0.5	0.4%	1%
31. CCCc1nc2oc3c(NCCN(C)C)ncnc3c2c2c1CCCC2
  -7%	-4%	13	74	1%	-4%	14%	i	0.5	1.1%	18%
32. CCOc1ccc(NC(=O)CN(C)C(=O)c2cn(-c3ccccc3)nc2-c2cccs2)cc1OCC
  -8%	-1%	5.3	69	-2%	1%	3%	i	0.9	-0.1%	6%
33. COc1ccc(CNC(=O)CS(=O)(=O)Cc2nc(-c3cccc(OC)c3)oc2C)cc1
  -6%	-8%	0.2	54	-7%	2%	1%	i	10	-1.0%	15%
34. CC(C)COc1ccc(C(=O)NC(CC(C)C)C(=O)O)cc1 (centres undefined)
  0%	-5%	-0.8	50	-7%	1%	6%	.	.	0.2%	11%
35. COc1cc(NC(=O)c2cccs2)ccc1NC(=O)c1ccco1
  3%	-6%	3.1	52	-3%	-2%	3%	i	1.2	-1.3%	-1%
36. O=C1c2cccc(OCC(=O)N3CCCc4ccccc43)c2CCN1Cc1ccc(F)cc1
  2%	4%	16	54	1%	3%	8%	i	0.3	-0.2%	14%
37. COc1ccc(-c2csc(NC(=O)CSc3nnnn3C)n2)cc1OC
  .	.	1.1	67	-2%	.	.	i	0.8	.	4%
38. Cc1ccsc1/C=N/NC(=O)c1ccc([N+](=O)[O-])cc1
  8%	0%	1.3	58	6%	2%	-6%	i	0.4	0.2%	1%
39. Cc1ccccc1Nc1nc(N)nc(CSc2nc3ccccc3c(=O)n2CCCO)n1
  -3%	-8%	0.1	42	-2%	-1%	-16%	i	2.8	-0.9%	6%
40. CCC1OC(=O)C(C)C(OC2C[C@@](C)(OC)C(O)C(C)O2)C(C)C(O[C@@H]2OC(C)CC(N(C)C)C2O)[C@](C)(O)CC(C)C(=NOCOCCOC)C(C)C(O)[C@]1(C)O (some centres undefined)
  .	.	4.2	66	2%	.	.	i	2.0	.	-5%
41. CCc1cccc(C)c1NC(=O)CN1CCN(S(=O)(=O)c2ccc(C(C)(C)C)cc2)CC1
  .	.	3.9	58	-5%	.	.	i	0.8	.	4%
42. O=C(CC1C(=O)NCCN1CC1CCCCC1)NC1(c2ccccc2)CC1 (centres undefined)
  -8%	-7%	-0.8	47	6%	1%	7%	i	0.2	-1.5%	4%
43. COC(=O)c1nc(N)sc1-c1ccc(Cl)cc1
  -5%	-6%	-0.4	85	0%	-1%	5%	i	0.6	-0.2%	12%
44. O=C(CSCc1c(F)cccc1Cl)NNC(=S)NC1CCCCC1
  12%	-1%	1.8	60	6%	-5%	11%	i	2.4	-3.8%	1%
45. CCn1cc(CN2CCC(n3nccc3NC(=O)Cc3ccccc3)CC2)cn1
  13%	-10%	-0.7	80	-7%	0%	13%	i	4.4	-2.6%	6%
46. COc1ccc(C(CCN(Cc2ccc(OC)c(OC)c2)C(=O)CCl)c2ccccc2)cc1 (centres undefined)
  5%	-3%	26	50	-9%	-1%	24%	i	0.8	2.8%	1%
47. CC(C)(C)C1c2[nH]c3ccccc3c2CCN1Cc1cccc(OCCO)c1 (centres undefined)
  18%	-4%	5.0	49	-5%	-3%	1%	i	0.4	2.1%	1%
48. O=C(CCO)c1ccc(O)cc1
  4%	-7%	2.1	83	1%	14%	13%	i	3.9	17%	7%
49. COc1ccc(C2C(C(=O)N3CCN(c4ccccc4)CC3)c3ccccc3C(=O)N2C)cc1OC (centres undefined)
  2%	-2%	0.9	116	-5%	0%	-3%	i	1.1	-3.4%	4%
50. CCn1c(SCC(=O)c2ccc(O)c(O)c2)nnc1-c1ccccc1OC
  -7%	1%	2.5	56	3%	1%	11%	i	0.6	0.4%	?
51. CC(C)Oc1ccc(C(=O)Nc2ccc(N(C)C)cc2)cc1
  18%	-7%	0.7	37	-4%	-4%	-6%	.	.	-1.4%	?
52. CC(=O)c1ccc(N/C=C/C(=O)c2ccc(Br)cc2)cc1
  1%	-4%	-0.6	60	6%	18%	12%	i	0.4	1.5%	12%
53. CCC(=O)c1c(NC(C)C)cc(C)oc1=O
  3%	-6%	0.1	59	-7%	-11%	-10%	i	1.0	-0.7%	3%
54. Cc1cc(C)n2nc(C(=O)N3CCN(c4ccc([N+](=O)[O-])cc4)CC3)nc2n1
  -15%	-5%	1.0	58	-2%	-6%	-9%	i	0.3	-2.5%	-1%
55. O=c1c2cnn(-c3ccccc3)c2ncn1Cc1ccccc1F
  19%	-1%	-2.3	56	-1%	0%	0%	i	1.4	1.7%	7%
56. O=c1c2c(nc3c(-c4ccccc4)c[nH]n13)CCC2
  7%	2%	0.9	54	-16%	-2%	-12%	i	3.9	2.6%	16%
57. O=C(CCn1ccc2ccccc21)Nc1ccc(N2CCOCC2)cc1
  -2%	-7%	2.0	73	11%	2%	14%	i	0.9	-4.5%	9%
